Compound activity deposited in PubChem BioAssay by several laboratories.
DUSP3 inh = DUSP3 (human) phosphatase inhibition; recombinant VHR phosphatase, pNPP absorbance; P51452; 290,000 tested, 0.52% active; inhibition, % at 13.3 µM; AID 1654; in the data active = inhibition above about 50%; also: some compounds called inactive have numbers as strong as hits
Target sequence (P51452 whole entry, looked up): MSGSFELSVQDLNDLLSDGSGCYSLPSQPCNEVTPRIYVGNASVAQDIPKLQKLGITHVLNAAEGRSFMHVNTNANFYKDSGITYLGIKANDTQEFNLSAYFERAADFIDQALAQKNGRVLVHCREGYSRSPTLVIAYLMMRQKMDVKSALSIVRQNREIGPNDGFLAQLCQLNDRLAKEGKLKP
FadD28 FP inh = inhibitors of Mycobacterium tuberculosis FadD28 bisubstrate binding | 360,000 tested, 0.22% active | inhibition, % at 12.5 µM | FadD28 bisubstrate probe binding, fluorescence polarization; in the data active = inhibition above about 8.5%, passing the limit was not always enough; inconclusive = no clear call, values can overlap the other calls
GDH-TPI counter = inhibits GDH-TPI coupling enzymes, artifact for Mtb FBA screen | GDH-TPI coupled enzyme counterscreen, NADH absorbance | inhibition, % at 4.8 µM | 360,000 tested, 1.2% active;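 also: 0% = DMSO wells and 100% = wells lacking the enzyme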
Rv3671c protease = inhibitors of M. tuberculosis serine protease Rv3671c. AID 2606. P9WHR9. 320,000 tested, 0.048% active. inhibition, % at 5.96 µM; in the data active = inhibition above about 38%;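 also: extracellular domain of Rv3671c used as enzyme; 0% = enzyme with DMSO and 100% = no enzyme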
CCHFV vOTU inh = blocks the CCHF virus ovarian tumor domain protease | CCHFV vOTU protease, Pep-AMC fluorescence | inhibition, % at 11.5 µM | 370,000 tested, 0.55% active | AID 651958; also: 0% = vehicle wells with enzyme and 100% = no enzyme wells
BoNT F protease = inhibitors of Botulinum neurotoxin F light chain protease; Multiplex microsphere protease cleavage assay, flow cytometry; inhibition, % at 10 µM; 360,000 tested, 0.22% active; AID 588497; in the data active = inhibition above about 35%, passing the limit was not always enough; inconclusive = no clear call, values can overlap the other calls; also: plate controls were buffer without enzyme for full effect and enzyme alone for no effect
Mtb BioA inh = BioA (M. tuberculosis) enzyme inhibition; purified M. tuberculosis BioA enzyme, plate reader; inhibition, % at 9.99 µM; 360,000 tested, 0.096% active; AID 602481; in the data active = inhibition above about 40%; inconclusive = no clear call, values can overlap the other calls
Mtb FBA inh = Mtb fructose-bisphosphate aldolase inhibition. 360,000 tested, 2.3% active. P9WQA3. purified M. tuberculosis FBA, fluorescence read-out. inhibition, % at 1 µM; in the data active = inhibition above about 27%;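 also: 0% = vehicle and 100% = reference inhibitor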
Mtb UGM inh = blocks M. tuberculosis UGM enzyme; inhibition, % at 10 µM; purified UGM, fluorescence polarization probe displacement; 320,000 tested, 0.06% active; P9WIQ1; AID 504406; in the data active = inhibition above about 10%, passing the limit was not always enough; inconclusive = no clear call, values can overlap the other calls
Target sequence (P9WIQ1 whole entry, looked up): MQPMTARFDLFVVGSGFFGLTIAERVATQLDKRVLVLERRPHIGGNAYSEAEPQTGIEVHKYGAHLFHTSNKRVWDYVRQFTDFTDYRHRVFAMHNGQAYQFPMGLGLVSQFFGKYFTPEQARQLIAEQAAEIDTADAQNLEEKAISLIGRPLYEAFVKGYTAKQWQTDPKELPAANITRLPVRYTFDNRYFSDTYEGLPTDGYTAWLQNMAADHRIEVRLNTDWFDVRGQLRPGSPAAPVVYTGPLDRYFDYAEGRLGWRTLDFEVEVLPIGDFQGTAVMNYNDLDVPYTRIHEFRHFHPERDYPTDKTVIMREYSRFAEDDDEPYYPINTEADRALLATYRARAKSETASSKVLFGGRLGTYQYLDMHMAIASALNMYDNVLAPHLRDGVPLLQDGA
MazF activator = activators of E. coli MazEF toxin-antitoxin RNase | P0AE70 | 350,000 tested, 0.32% active | FAM/BHQ RNA-DNA oligo cleavage fluorescence, 5 h | AID 504720 | activation, % at 20 µM; in the data active = activation above about 50%
Target sequence (P0AE70 whole entry, looked up): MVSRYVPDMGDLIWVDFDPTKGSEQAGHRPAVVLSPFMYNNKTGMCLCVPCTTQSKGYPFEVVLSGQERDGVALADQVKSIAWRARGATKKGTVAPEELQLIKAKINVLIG
* hit, by the source's call; ? = inconclusive; . = no result given. Rule as the data show it, unless noted: active = inhibition above about 30%; inactive = the rest.

cpd	Structure	DUSP3 inh	FadD28 FP inh	GDH-TPI counter	Rv3671c protease	CCHFV vOTU inh	BoNT F protease	Mtb BioA inh	Mtb FBA inh	Mtb UGM inh	MazF activator
1	Cc1ccc(OCC(=O)NCCNC(=O)c2cnccn2)cc1C	25.2	2.7	-5.2	.	1.5	-2.8	.	-2.5	.	7.5
2	Cc1ccsc1C(=O)N1CCCC(CO)(Cc2ccccc2F)C1 (stereo not drawn)	24.0	-5.0	-3.8	-6.8	13.9	-3.9	2.2	-0.2	-2.1	3.2
3	CCOC(=O)CNC(=O)C(Cc1ccccc1)NC(=O)OCc1ccccc1 (stereo not drawn)	4.8	-2.1	0.9	-7.2	6.1	8.6	.	3.0	-1.1	-3.6
4	CC(=O)c1cc(C#N)c(SCc2ccccn2)nc1C	8.7	0.9	3.0	1.1	10.3	-10.7	0.3	-2.4	-0.4	7.3
5	COc1ccccc1CNC(=O)C1CCC(=O)N(CCCc2ccccc2)C1 (stereo not drawn)	1.6	-2.5	-2.5	1.2	-9.0	-4.4	0.3	-2.4	-1.2	8.2
6	COc1ccc(-n2c(=O)c3ccccc3n(CC(=O)NC3CCCCC3)c2=O)cc1OC	-24.1	-0.8	7.5	8.9	17.0	-7.1	-1.2	1.8	0.4	-2.7
7	Cc1cc(C)cc(NC(=S)N(CCCN2CCN(C)CC2)Cc2cccs2)c1	-12.7	-4.3	-5.0	-3.9	-11.7	-3.7	1.5	-1.3	1.0	-5.1
8	CCOC(=O)c1cnn(C(=O)c2ccccc2)c1N	-9.9	-2.6	8.6	.	2.0	-0.9	.	2.9	.	4.1
9	CCC1(CC)Cc2ccccc2-c2nc3ccccc3c(=O)n21	14.7	-5.4	11.3	-9.0	0.1	-4.7	0.8	0.2	0.3	-12.6
10	O=C(NC(=S)N1CCN(C(c2ccccc2)c2ccccc2)CC1)c1ccc(S(=O)(=O)N2CCOCC2)cc1	12.6	-2.0	0.0	-1.4	2.4	-7.0	-1.0	1.2	-1.4	8.3
11	Cc1cc(C)nc(SCc2nnc(SCC(=O)N3CCOCC3)o2)n1	14.7	-0.4	13.6	4.7	-8.3	-18.2	-0.4	-6.1	1.4	3.6
12	COc1cc2ccccc2cc1C(=O)Nc1nccs1	5.5	-3.1	5.3	-12.0	-2.7	7.3	-0.2	13.0	1.6	2.0
13	CC1=C(C(=O)OCc2ccccc2)C(c2ccoc2)C(C#N)=C(N)O1 (stereo not drawn)	-5.8	-1.0	14.0	-1.0	-9.2	-1.9	0.4	-0.2	0.9	13.0
14	O=C(Oc1ccc(OC(=O)N2CCOCC2)cc1)c1ccccc1	-18.6	-3.9	2.9	0.5	6.9	-8.4	-0.3	-4.1	1.2	0.7
15	COc1cc(C(=O)NCC2(N3CCCCC3)CCCCC2)ccc1OCC(=O)N1CCOCC1	20.1	-1.1	-6.3	7.5	4.2	-10.9	.	-1.1	0.0	0.9
16	Cc1cccnc1N(C(=O)Nc1ccccc1)C1=NCC(C)(C)S1	17.3	-0.8	2.7	0.1	3.2	.	-0.7	4.1	-2.7	3.0
17	Cc1ccc(C(=O)Oc2ccc3ccc(=O)oc3c2)cc1	16.6	1.3	13.0	-9.2	-79.5	7.4	-2.3	22.1	1.0	1.5
18	CC(NS(=O)(=O)c1ccc(Cl)cc1)C(=O)N1CCOCC1 (stereo not drawn)	19.6	0.3	6.6	-10.5	-8.0	10.8	-4.2	7.4	3.0	5.5
19	COc1cc(/C=N/n2c(COc3ccccc3)n[nH]c2=S)cc(Br)c1O	20.1	.	22.1	-9.8	11.1	-17.0	2.1	-0.7	-0.3	2.4
20	O=C(CCc1[nH]c2ccccc2c1Sc1ccccc1)N(CCO)CCO	-7.9	-5.1	-2.5	-2.6	8.7	-8.8	0.2	-2.5	2.4	3.4
21	COc1ccc(NC(=O)Cc2c(Sc3ccccc3)c3ccccc3n2C)cc1	-0.8	-2.3	3.4	-11.5	9.1	-0.9	-1.2	0.9	-0.4	-14.3
22	COc1cc(-c2[nH]ncc2CN(C)Cc2nonc2C)cc(OC)c1OC	21.9	-2.5	-0.3	-2.9	-8.8	-3.9	.	1.8	0.0	3.6
23	CCOC(=O)c1c(NC(=O)COC(=O)CCS(=O)(=O)c2ccc(C)cc2)sc(C)c1C	5.6	-4.2	4.3	-22.3	11.7	-4.6	.	-0.5	-0.5	-3.6
24	CCOC(=O)NCc1ccc(S(=O)(=O)Nc2c(C)cccc2C)cc1	-12.2	-1.0	-10.7	2.4	-5.5	0.7	1.5	1.3	1.3	8.1
25	Oc1c(CN2CCOCC2)cc(CN2CCOCC2)cc1CN1CCOCC1	.	-6.5	-14.3	.	-4.0	0.0	-2.3	-0.8	.	2.7
26	CN(C(=O)COC(=O)CCc1c[nH]c2ccccc12)c1ccccc1	.	-3.8	-2.1	-8.8	-1.4	7.1	-0.6	-1.3	0.2	-9.2
27	COc1ccccc1NC(=O)N(Cc1ccco1)Cc1cc2ccc(C)c(C)c2[nH]c1=O	11.9	-5.0	18.5	-4.7	-4.8	6.7	-0.2	-2.1	2.0	2.0
28	CN1CCN(C(=O)C2CCCN(S(=O)(=O)c3ccccc3)C2)CC1 (stereo not drawn)	-30.6	-1.4	-6.9	4.3	0.3	9.1	1.4	-1.6	3.2	8.7
29	CC(C)CCNC(=O)c1cc([N+](=O)[O-])ccc1N1CCOCC1	-8.2	0.5	4.2	-5.4	1.5	-3.2	0.0	-1.3	2.4	5.6
30	COc1ccc(CCNC(=O)C23CN(Cc4ccccc4)CC2C(c2cccc([N+](=O)[O-])c2)=NO3)cc1 (stereo not drawn)	-14.5	-3.3	7.6	-1.9	-1.3	-3.3	-4.0	1.0	2.2	-5.7
31	Cc1onc(-c2c(Cl)cccc2Cl)c1C(=O)Nc1c(C)n(C)n(-c2ccccc2)c1=O	4.5	-1.2	-6.1	.	2.8	-2.6	.	7.0	.	-0.5
32	Cc1ccc(S(=O)(=O)N2CCN(C(=O)COC(=O)CNC(=O)c3ccc(Cl)cc3Cl)CC2)cc1	.	-0.5	6.3	-5.1	-1.5	1.2	0.3	5.2	-0.1	8.3
33	CCOc1ccccc1CNC(=O)CNC(=O)c1cccs1	43.0	-0.8	6.9	-1.9	.	0.4	7.6	-0.2	0.5	2.7
34	CC1=Nn2c(nnc2-c2ccccc2Cl)SC1	32.0	-2.8	0.5	2.3	5.8	6.1	0.0	-1.4	0.5	8.3
35	Cn1c(O)c(N=NC(=N)N)c2ccccc21	17.0	-2.6	40.0*	5.1	7.8	-3.6	.	-1.7	3.7	0.6
36	CS(=O)(=O)N(Cc1ccccc1)c1ccc(C(=O)Nc2ccccc2C(=O)O)cc1	13.9	-5.4	7.1	-4.5	-6.7	?	4.0	4.6	-1.5	-2.6
37	Cc1cc(=O)oc2cc(NC(=O)COc3ccccc3[N+](=O)[O-])ccc12	.	-0.6	7.3	-4.6	5.5	7.5	-0.4	18.3	0.6	-1.2
38	CCOC(=O)c1c(NC(=O)CSc2nc3nc(C)cc(C)n3n2)sc(CC)c1C	9.6	-3.0	10.5	-0.5	-6.9	-6.8	0.7	4.7	0.2	19.0
39	CCOC(=O)C1(CC2CCCCO2)CCN(Cc2cccnc2)CC1 (stereo not drawn)	17.4	-0.9	3.8	0.0	-7.6	3.3	-0.8	-2.4	2.6	7.0
40	NS(=O)(=O)c1ccc(NC(=O)NC2CCCCC2)cc1	11.3	0.5	0.8	7.8	6.7	-4.7	-1.6	-2.6	-0.8	4.6
41	COC(=O)c1c(C)n(Cc2ccccc2)c2ccc(O)cc12	-9.6	-0.2	5.6	-1.6	5.1	0.2	4.2	-0.5	2.0	5.2
42	COc1cc2c(C#N)c(N3CCc4ccccc4C3)nc(N)c2c(N)n1	20.7	-0.8	14.5	-40.4	-11.3	-7.1	1.4	0.0	0.6	62.2*
43	O=C(CNC(=O)c1sc2ccccc2c1Cl)Nc1ccccc1F	.	-3.3	16.6	-10.6	-4.5	?	-0.1	-0.7	-1.9	-5.0
44	CCOC(=O)C1(Cc2cccc(OC)c2)CCN(C2CCOCC2)CC1	8.5	1.2	-3.2	8.3	6.9	1.8	.	-0.6	-1.9	-1.7

From compound 39 to 44, as listed above:
cpd	Structure	DUSP3 inh	FadD28 FP inh	GDH-TPI counter	Rv3671c protease	CCHFV vOTU inh	BoNT F protease	Mtb BioA inh	Mtb FBA inh	Mtb UGM inh	MazF activator
39	CCOC(=O)C1(CC2CCCCO2)CCN(Cc2cccnc2)CC1 (stereo not drawn)	17.4	-0.9	3.8	0.0	-7.6	3.3	-0.8	-2.4	2.6	7.0
40	NS(=O)(=O)c1ccc(NC(=O)NC2CCCCC2)cc1	11.3	0.5	0.8	7.8	6.7	-4.7	-1.6	-2.6	-0.8	4.6
41	COC(=O)c1c(C)n(Cc2ccccc2)c2ccc(O)cc12	-9.6	-0.2	5.6	-1.6	5.1	0.2	4.2	-0.5	2.0	5.2
42	COc1cc2c(C#N)c(N3CCc4ccccc4C3)nc(N)c2c(N)n1	20.7	-0.8	14.5	-40.4	-11.3	-7.1	1.4	0.0	0.6	62.2*
43	O=C(CNC(=O)c1sc2ccccc2c1Cl)Nc1ccccc1F	.	-3.3	16.6	-10.6	-4.5	?	-0.1	-0.7	-1.9	-5.0
44	CCOC(=O)C1(Cc2cccc(OC)c2)CCN(C2CCOCC2)CC1	8.5	1.2	-3.2	8.3	6.9	1.8	.	-0.6	-1.9	-1.7

Reprinted at random: two entries already listed, in no set order.
cpd	Structure	DUSP3 inh	FadD28 FP inh	GDH-TPI counter	Rv3671c protease	CCHFV vOTU inh	BoNT F protease	Mtb BioA inh	Mtb FBA inh	Mtb UGM inh	MazF activator
42	COc1cc2c(C#N)c(N3CCc4ccccc4C3)nc(N)c2c(N)n1	20.7	-0.8	14.5	-40.4	-11.3	-7.1	1.4	0.0	0.6	62.2*
43	O=C(CNC(=O)c1sc2ccccc2c1Cl)Nc1ccccc1F	.	-3.3	16.6	-10.6	-4.5	?	-0.1	-0.7	-1.9	-5.0
